# Bioassay records (PubChem)
# TIM10 inh – inhibits growth of TIM10 yeast strain; S. cerevisiae TIM10 strain growth, BacTiter-Glo luminescence, 24 h; inhibition, % at 10 µM; actives 1.4% (n = 330,000);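 active means inhibition of 40% or more at the single tested concentration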;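 further: wild-type TIM10 isogenic control strain grown at permissive 25 °C; 0% = DMSO yeast wells and 100% = minimal medium wells without yeast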
# Apaf1 inhib – blocks human Apaf-1 apoptosome activity | O14727 | reconstituted apoptosome caspase-3 activity, DEVD-Rh110 fluorescence | inhibition, % at 20 µM | actives 0.71% (n = 330,000) | AID 489030; active means inhibition of at least 40% at 20 µM;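 further: plate controls were DMSO wells for no effect and DEVD-CHO caspase inhibitor wells for full effect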
#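 System – cell-free apoptosome with Apaf-1, procaspase-3 and caspase-9 · Buffer or medium – pH 7.5 Hepes buffer with CHAPS, BSA, DTT · Also added – cytochrome c with DEVD-Rh110 · Times – 30 min compound preincubation, 50 min activation, room temperature · Technique – Rh110 fluorescence intensity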
# hIAP activ – increases human intestinal alkaline phosphatase activity | P09923 | purified human IAP, CDP-Star luminescence, 30 min; stronger effect = higher value; 1 = vehicle-only enzyme, 0 = enzyme-free background | activation factor at 10 µM | actives 0.16% (n = 330,000) | AID 2524;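 active means activation factor of the enzyme at least 2-fold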; further: the source names both 10 and 20 µM as test concentration; values of inactives mirror those of a sister screen read the other way
# Target sequence (P09923 whole entry, looked up): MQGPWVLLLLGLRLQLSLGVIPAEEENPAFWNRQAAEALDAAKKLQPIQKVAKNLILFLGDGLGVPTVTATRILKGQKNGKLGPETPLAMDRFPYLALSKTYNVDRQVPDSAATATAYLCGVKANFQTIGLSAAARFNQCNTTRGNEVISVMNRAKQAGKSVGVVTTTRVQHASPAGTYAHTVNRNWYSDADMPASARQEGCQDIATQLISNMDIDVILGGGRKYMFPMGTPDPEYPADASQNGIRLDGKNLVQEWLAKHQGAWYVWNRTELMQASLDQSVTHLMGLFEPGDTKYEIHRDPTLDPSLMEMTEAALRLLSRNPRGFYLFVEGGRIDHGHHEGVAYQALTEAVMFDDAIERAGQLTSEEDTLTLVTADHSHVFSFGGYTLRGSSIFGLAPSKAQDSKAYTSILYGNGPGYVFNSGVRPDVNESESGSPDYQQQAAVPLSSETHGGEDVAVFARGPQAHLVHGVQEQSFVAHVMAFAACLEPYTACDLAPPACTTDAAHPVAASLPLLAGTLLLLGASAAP
# tim10-1 inh – inhibits growth of tim10-1 mutant yeast. S. cerevisiae tim10-1 ts strain growth, BacTiter-Glo, 24 h. inhibition, % at 20 µM. actives 2.2% (n = 330,000);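 active means inhibition of at least 40%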;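 further: mutant grown at 25 °C; 0% = DMSO wells with yeast and 100% = wells holding no yeast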
# mIAP act – mouse IAP activation | activation factor at 10 µM | actives 0.24% (n = 330,000) | muIAP, CDP-Star luminescence, 30 min; stronger effect = higher value; 1 = vehicle-only enzyme signal, 0 = enzyme-free wells;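 active means activation factor of at least 2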; further: the source names both 10 and 20 µM as test concentration; values of inactives mirror those of a sister screen read the other way
#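 Assay system: mouse IAP enzyme; reagent: chemiluminescent substrate CDP-Star; dosing: test compounds delivered from DMSO solution; schedule: 30 min at room temperature; measured by: luminescence from enzymatic CDP-Star hydrolysis; controls: DMSO-only wells and no-enzyme negative control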
# ATG4B inhibitor – inhibitors of human ATG4B cysteine protease; inhibition, % at 8.33 µM; actives 0.51% (n = 340,000); AID 504462; ATG4B cleavage of LC3-PLA2, NBD-HPC fluorescence, 1 h; in the data active means inhibition above about 40%
# NALP3 yeast inh – NALP3 inhibition in yeast. AID 2825. actives 0.39% (n = 330,000). inhibition, % at 10 µM. Yeast reconstituted NLRP3/ASC/caspase-1, beta-gal luminescence, 24 h;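 active means inhibition of 50% or more; inactive means inhibition below 50%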;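 further: plate controls were induced DMSO wells for no effect and uninduced yeast grown without galactose for full effect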
# mIAP block – mouse IAP inhibition | purified mouse IAP, CDP-Star luminescence, 30 min | inhibition, % at 10 µM | AID 2806 | actives 0.2% (n = 330,000);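 active means inhibition of at least 40% at 10 µM in the primary screen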;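 further: plate controls were DMSO with enzyme for no effect and no enzyme wells for full effect; values of inactives mirror those of a sister screen read the other way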
# hIAP block – blocks human intestinal alkaline phosphatase | purified IAP, CDP-Star luminescence, 30 min | actives 0.12% (n = 330,000) | inhibition, % at 10 µM;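 active means inhibition reaching a set limit with compound at 10 µM in the primary screen, cut at about 35% in these data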;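 further: plate controls were DMSO wells with enzyme for no effect and no-enzyme buffer wells for full effect; values of inactives mirror those of a sister screen read the other way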
# An asterisk follows results filed as active.
nr	molecule	TIM10 inh	Apaf1 inhib	hIAP activ	tim10-1 inh	mIAP act	ATG4B inhibitor	NALP3 yeast inh	mIAP block	hIAP block
1	CC(c1ccccc1)N1CNc2c(c(=O)n(C)c(=O)n2C)C1 (centres undefined)	6	-6	1	-2	1	1	10	0	0
2	COCc1c(C(=O)NC(C)c2ccc(S(N)(=O)=O)cc2)oc2ccccc12 (centres undefined)	-18	10	0.95	1	0.98	-9	17	2	5
3	Cc1cccc(C=Nc2ccccc2C(N)=O)c1	7	-8	0.97	21	0.95	-3	4	5	3
4	COCC1CCN(C(=O)C2CCC(=O)N(C3CCCCCC3)C2)CC1 (centres undefined)	-3	-11	1.1	-20	1	3	12	0	-10
5	COc1ccc(/C=C/C(=O)OCC(=O)NCc2ccccc2)cc1OC	1	5	0.95	-12	0.99	5	2	1	5
6	COc1ccc(Cc2n[nH]c(=O)c3ccccc23)cc1OC	4	6	1.1	10	1	-7	-18	-2	-12
7	CN(Cc1ccccc1)S(=O)(=O)c1ccc2[nH]c(=O)ccc2c1	-5	7	0.97	3	0.92	0	0	8	3
8	C/C(=N\N=C(/C)c1cccc(N)c1)c1cccc(N)c1	0	-5	0.86	6	1.1	-5	16	-6	14

# Entries of single compounds from above. Order of screens: TIM10 inh, Apaf1 inhib, hIAP activ, tim10-1 inh, mIAP act, ATG4B inhibitor, NALP3 yeast inh, mIAP block, hIAP block
# C/C(=N\N=C(/C)c1cccc(N)c1)c1cccc(N)c1 as listed: 0, -5, 0.86, 6, 1.1, -5, 16, -6, 14
# COCc1c(C(=O)NC(C)c2ccc(S(N)(=O)=O)cc2)oc2ccccc12 (centres undefined) as listed: -18, 10, 0.95, 1, 0.98, -9, 17, 2, 5
# CC(c1ccccc1)N1CNc2c(c(=O)n(C)c(=O)n2C)C1 (centres undefined) as listed: 6, -6, 1, -2, 1, 1, 10, 0, 0
# Cc1cccc(C=Nc2ccccc2C(N)=O)c1 as listed: 7, -8, 0.97, 21, 0.95, -3, 4, 5, 3
# COc1ccc(Cc2n[nH]c(=O)c3ccccc23)cc1OC as listed: 4, 6, 1.1, 10, 1, -7, -18, -2, -12

# The list goes on.
nr	molecule	TIM10 inh	Apaf1 inhib	hIAP activ	tim10-1 inh	mIAP act	ATG4B inhibitor	NALP3 yeast inh	mIAP block	hIAP block
9	Brc1cccc(C2CC(c3ccccc3)n3nnnc3N2)c1 (centres undefined)	18	6	0.8	6	0.96	-2	-9	4	20
10	O=c1[nH]c2ccccc2nc1-c1ccccc1	8	-3	0.96	-15	1	11	31	-4	4
11	COc1ccccc1-c1sc2ccccc2c1-c1ccc(Br)nc1	6	14	0.95	8	0.94	7	18	6	5
12	CN(Cc1ccccc1)C(=O)COc1cc(Cl)ccc1Cl	3	6	0.99	17	0.93	-2	5	7	1
13	CCC(C)[C@H](NC(=O)C1CC(=O)N(c2ccc3c(c2)OCO3)C1)C(=O)NC1CCCCC1 (some centres undefined)	-4	-4	1.1	20	0.88	19	1	12	-11
14	CS(=O)(=O)N(CC(=O)NCc1ccccc1Cl)c1cccc([N+](=O)[O-])c1	7	-2	0.95	2	0.9	-9	9	10	4
15	CCOC(=O)C1(Cc2ccccc2C(F)(F)F)CCN(C(C)COC)CC1 (centres undefined)	2	-3	0.93	3	0.97	0	31	3	7
16	CC(C)c1onc(C(=O)N2CCN(C(c3ccccc3)c3ccccc3)CC2)c1[N+](=O)[O-]	16	8	0.87	28	0.81	-1	1	19	13

# Sorted by value in ATG4B inhibitor (highest first): three of the compounds above
nr	Structure	TIM10 inh	hIAP activ	tim10-1 inh	mIAP act	ATG4B inhibitor	NALP3 yeast inh	mIAP block	hIAP block
11	COc1ccccc1-c1sc2ccccc2c1-c1ccc(Br)nc1	6	0.95	8	0.94	7	18	6	5
15	CCOC(=O)C1(Cc2ccccc2C(F)(F)F)CCN(C(C)COC)CC1 (centres undefined)	2	0.93	3	0.97	0	31	3	7
12	CN(Cc1ccccc1)C(=O)COc1cc(Cl)ccc1Cl	3	0.99	17	0.93	-2	5	7	1

# Following part:
nr	molecule	TIM10 inh	Apaf1 inhib	hIAP activ	tim10-1 inh	mIAP act	ATG4B inhibitor	NALP3 yeast inh	mIAP block	hIAP block
17	CCCCCNC(=O)c1c[nH]c2ccc(S(=O)(=O)N3CCC4(CC3)OCCO4)cc2c1=O	2	-5	0.87	6	0.89	-1	3	11	13
18	COc1ccc(NC(C)=O)cc1C#N	5	-4	0.89	2	0.92	12	22	8	11
19	CC(=O)N1CCCN(Cc2nc(C3(c4ccc(C)cc4)CCCC3)no2)CC1	14	-6	1.1	18	1	6	5	-1	-14
20	O=C(Nc1ccnn1C1CCN(Cc2cccnc2)CC1)c1ccccc1Cl	-11	-3	0.91	-3	1.1	1	5	-5	9
21	CSCC(=O)NC1CCCN(C2Cc3ccccc3C2)C1 (centres undefined)	3	-3	0.93	3	0.92	-5	8	8	7
22	CCOC(=O)C1CCCN1C(=O)c1ccc(OC)c(Br)c1 (centres undefined)	-16	-1	1.1	2	0.95	-10	4	5	-12
23	O=C(Nc1cccc(-c2nc3ccccc3s2)c1)c1cccs1	28	-1	0.94	11	0.92	1	48	8	6
24	CCN1C(=O)/C(=C\c2nc3ccccc3c(=O)n2-c2ccccc2)c2ccccc21	43*	4	0.89	42*	0.92	-2	40	8	11
25	COc1ccc(C(=O)C2CCCN(C(=O)Cn3nc(C)cc3C)C2)cc1F (centres undefined)	-3	-6	1.1	-4	1.1	0	-4	-12	-8
26	C=CCNC(=O)c1ccc(-c2nc(-c3ccc(Cl)cc3Cl)cs2)cc1	-22	8	1	-3	0.94	-2	6	6	-3
27	COc1ccc(NS(=O)(=O)c2cccc(NC(=O)c3cnccn3)c2)cc1Br	12	20	0.93	33	0.97	1	8	3	7
28	CCn1c(CSc2nc3ccccc3s2)nnc1SCC(N)=O	6	1	1.1	2	1.1	-9	9	-7	-9
29	O=[N+]([O-])c1ccc(S(=O)(=O)N2CCN(C3CCN(Cc4ccccc4)CC3)CC2)cc1	-2	3	0.92	-43	0.99	-1	20	0	8
30	CC(C)(C)NC(=O)COc1ccccc1C#N	10	-12	1.1	4	1.1	-3	19	-6	-8
31	CCC(Sc1nc2cc(OC)c(OC)cc2c(=O)n1CCc1ccc(S(N)(=O)=O)cc1)C(=O)NCCOC (centres undefined)	16	4	1	7	0.95	-9	23	5	-4
32	O=S(=O)(c1ccc(OCC(O)CN2CCC(Cc3ccccc3)CC2)cc1)N1CCOCC1 (centres undefined)	17	6	0.86	21	0.94	-10	5	6	14
33	CCOc1cc(CNc2ccc3c(c2)CCC3)ccc1O	4	3	1.1	18	0.95	-13	-4	5	-8
34	N#Cc1cnc2c(-c3ccccc3)c(-c3ccccc3)nn2c1N	25	22	1.1	31	1.1	5	-24	-7	-13
35	CC(=O)Nc1ccc(-c2nc3ccc(NC(C)=O)cc3o2)cc1	-1	9	1.1	-3	0.99	-11	16	1	-11
36	COc1ccc(/C=C/c2nc3ccccc3n2Cc2ccc(OC)c(OC)c2)cc1	28	7	1.1	29	0.97	-16	16	3	-15
37	CCCCN(C(=O)c1ccncc1)c1c(N)n(CCC)c(=O)[nH]c1=O	-7	2	1	13	1.1	4	12	-5	-1
38	CCCCCCSc1ccc([C@@H]2[C@H]3C(=O)N(C)C(=O)[C@H]3[C@]3(C(=O)OC)CCCCN23)cc1	13	27	1.3	18	1	-5	19	-1	-27
39	O=C(O)CCC(=O)Nc1sc2c(c1C(=O)NC1CCCC1)CCCC2	-3	-4	0.91	-14	0.95	-6	11	5	9
40	CCCN1CCN(C(=O)CCn2c(=O)c3cccn3c3cccnc32)CC1	-3	-6	1.1	10	1.1	-7	-6	-7	-5
41	O=C(NNC(=O)c1ccc2nc[nH]c2c1)c1ccccc1	2	-12	1.2	-5	0.85	-3	9	15	-23
42	Cn1c(=O)c2c(SCC(=O)N3CCN(c4ccccc4)CC3)nc(C3CC3)nc2n(C)c1=O	-4	16	0.84	-8	1	-2	20	0	16
43	COc1cc(C(=O)Nc2ccc(C)cn2)ccc1OCC(=O)N1CCOCC1	10	-3	0.89	-22	0.94	7	15	6	11
44	CC1CCN(CC(O)COCCOc2ccc(Br)cc2)CC1 (centres undefined)	5	-3	0.96	-3	0.93	10	20	7	4

# Not a hit list; 4.5% or so of the library scored in one or more.
